HTT aggregate = qHTS Multiplex Assay to Identify Dual Action Probes in a Cell Model of Huntington: Aggregate Formation (GFP) | PC12 HttQ103-GFP aggregates, Acumen cytometry, 40 h | Potency, µM (series often up to 46.1 µM), for the others: top-dose activity change, negative = inhibition, most hits filed as inhibitors | AID 1688, 2009 | 220,000 tested, 1.1% active; note: % is set by controls: 0 for no effect and ±100 for the full control effect; nearly all actives have a fitted effect of over 60% in size
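Ecdysone-promoter PC12 model expressing HTT exon 1 Q103 fused to GFP, induced by tebufenozide at 100 nM final. Compounds titrated; aggregates sized 1–25 µm scored on a 488 nm laser cytometer.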
HTT cytoprotect = qHTS Multiplex Assay to Identify Dual Action Probes in a Cell Model of Huntington: Cytoprotection (ATP); PC12 HTT-Q103 induced, cytoprotection, ATP luminescence, 40 h; Potency, µM (top dose mostly 56.4 µM), inactives show cytoprotection (ATP increase), most hits filed as activators; 230,000 tested, 0.14% active; AID 1471, 2008;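 note: % of control where 0% means no effect; nearly all actives have a fitted effect of over 45% in size; toxic huntingtin expression switched on by the ecdysone agonist tebufenozide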
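PC12 cells with ecdysone-inducible HTT exon 1 Q103-GFP, induced with 100 nM tebufenozide and co-treated with library compounds in a dose series (1536-well, 1500 cells/well). Cytoprotection read as ATP content by ATPlite luminescence.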
ALDH1A1 inh = qHTS Assay for Inhibitors of Aldehyde Dehydrogenase 1 (ALDH1A1). Aldehyde dehydrogenase 1A1 (Homo sapiens), P00352. Purified ALDH1A1, NADH fluorescence, propionaldehyde substrate. Potency, µM (series often up to 75.3 µM), for the others: top-dose activity, negative = inhibition, most hits filed as inhibitors. 220,000 tested, 7.3% active; active = well fitted inhibition curve with a large enough effect, not every such curve was filed as active; inconclusive = small, poorly fitted or top-dose-only effect, or another doubt; inactive = no such curve, though single readings can be large or run the other way;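 note: plate controls were no enzyme wells and a reference inhibitor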
Target sequence (P00352 whole entry, looked up): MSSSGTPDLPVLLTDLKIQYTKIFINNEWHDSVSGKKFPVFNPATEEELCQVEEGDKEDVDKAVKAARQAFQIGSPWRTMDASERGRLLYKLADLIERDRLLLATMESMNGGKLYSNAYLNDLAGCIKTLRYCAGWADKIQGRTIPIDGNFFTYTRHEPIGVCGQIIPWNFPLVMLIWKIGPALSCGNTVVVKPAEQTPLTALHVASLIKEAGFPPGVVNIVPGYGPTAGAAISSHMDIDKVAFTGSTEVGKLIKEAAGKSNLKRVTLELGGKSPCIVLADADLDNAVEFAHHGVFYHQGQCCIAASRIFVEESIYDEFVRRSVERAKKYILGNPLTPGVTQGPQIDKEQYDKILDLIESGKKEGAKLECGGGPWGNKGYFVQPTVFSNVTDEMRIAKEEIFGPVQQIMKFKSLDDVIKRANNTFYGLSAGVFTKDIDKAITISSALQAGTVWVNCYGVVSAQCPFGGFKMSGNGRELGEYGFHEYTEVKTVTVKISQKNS
Tau ThT inhib = qHTS for Inhibitors of Tau Fibril Formation, Thioflavin T Binding. Microtubule-associated protein tau (Homo sapiens), P10636. 270,000 tested, 2.1% active. recombinant tau K18 P301L, heparin-induced fibrillization, ThT fluorescence. Potency, µM (series often up to 57.4 µM), for the others: top-dose activity, negative = inhibition, most hits filed as inhibitors; note: % is set by controls: 0 for no effect and ±100 for the full control effect; nearly all actives have a fitted effect of over 55% in size
Target sequence (P10636 561-689 P618L limits assumed): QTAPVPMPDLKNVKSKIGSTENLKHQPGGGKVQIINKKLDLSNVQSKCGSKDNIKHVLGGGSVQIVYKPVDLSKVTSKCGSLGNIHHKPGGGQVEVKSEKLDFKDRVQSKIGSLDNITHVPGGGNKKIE
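ThT emission at 510 nm, taken 1 hr after adding 30 uM dye, quantifies aggregates formed when 20 uM heparin acts on human tau K18 P301L for 6 hr at 37 C.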
Tau fluor cs = Counterscreen qHTS for Inhibitors of Tau Fibril Formation, Fluorescence Polarization; 280,000 tested, 0.93% active; tau K18 P301L Alexa594 fluorescence, heparin fibrillization; Potency, µM (series often up to 57.7 µM), for inactives: top-dose activity change, negative = decrease; AID 1463, 2008; note: % is set by controls: 0 for no effect and ±100 for the full control effect; nearly all actives have a fitted effect of over 55% in size
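Human tau K18 P301L (15 uM unlabeled, 0.24 uM Alexa 594-labeled) in 100 mM sodium acetate pH 7 with 20 uM heparin, 6 hr at 37 C. ThT 30 uM added, 1 hr ambient; Alexa 594 FP and total fluorescence read at 555/632 nm.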
Tau FP inhib = qHTS for Inhibitors of Tau Fibril Formation, Fluorescence Polarization; 280,000 tested, 0.39% active; Microtubule-associated protein tau (Homo sapiens), P10636; Potency, µM (highest dose often 57.7 µM), for the others: at the highest dose activity, negative = inhibition, actives largely listed as inhibitors; K18 P301L tau heparin fibrillization, Alexa594 FP, 6 h; note: % is set by controls: 0 for no effect and ±100 for the full control effect; nearly all actives have a fitted effect of over 55% in size
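Quantitative HTS format: compounds meet 15 uM recombinant K18 P301L tau and Alexa 594-tau tracer in 100 mM sodium acetate pH 7; 20 uM heparin triggers fibrillization at 37 C over 6 hr; FP gives the signal.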
SMN2 splice enh = qHTS Assay for Enhancers of SMN2 Splice Variant Expression | HEK293 SMN2-luciferase splicing reporter, luminescence, 30-36 h | Potency, µM (doses to about 46.1 µM), without a hit: top-dose activity change, positive = activation, actives largely listed as activators | 210,000 tested, 2.8% active; note: % of control where 0% means no effect; nearly all actives have a fitted effect of over 55% in size
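HEK293 cells carry an SMN2 minigene-luciferase reporter in which exon 7 inclusion puts luciferase in frame. Cells were seeded at 2000 cells/well, attached for 10-12 hours, then exposed to compounds for 30-36 hours at 37C before ONE-Glo luminescence.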
KDM4E inh = qHTS Assay for Inhibitors of Human Jumonji Domain Containing 2E (JMJD2E). JMJD2E catalytic domain, FDH-coupled NADH fluorescence (FDH is formaldehyde dehydrogenase). AID 2147, 2009. 230,000 tested, 1.6% active. Lysine-specific demethylase 4E (Homo sapiens), B2RXH2. Potency, µM (top dose mostly 57.1 µM), without a hit: at the highest dose activity change, negative = inhibition, actives largely listed as inhibitors; active = well fitted inhibition curve with a large enough effect, not every such curve was filed as active; inconclusive = small, poorly fitted or top-dose-only effect, or another doubt; inactive = no such curve, though single readings can be large or run the other way;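 note: 0% = wells with enzyme and -100% = buffer wells without enzyme; nearly all actives have a fitted effect of over 50% in size; many of its hits are not listed in these tables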
Target sequence (B2RXH2 1-337 limits assumed): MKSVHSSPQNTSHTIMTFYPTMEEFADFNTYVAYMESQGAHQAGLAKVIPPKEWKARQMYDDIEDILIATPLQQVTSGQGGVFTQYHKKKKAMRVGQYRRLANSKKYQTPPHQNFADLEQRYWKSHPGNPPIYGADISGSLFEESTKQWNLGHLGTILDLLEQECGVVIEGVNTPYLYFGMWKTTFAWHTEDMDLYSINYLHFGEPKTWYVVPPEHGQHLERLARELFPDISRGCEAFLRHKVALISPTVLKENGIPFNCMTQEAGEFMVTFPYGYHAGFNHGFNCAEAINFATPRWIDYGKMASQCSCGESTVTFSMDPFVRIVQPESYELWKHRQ
Starred values were filed as active, the others as inactive; ? = inconclusive; nt = no result given; & = joins results of further samples; [ ] = remark or other dose. Unless noted, calls come from the whole dose curve; as a rule, active = well fitted curve in the direction sought with a large enough effect; inconclusive = small, poorly fitted or top-dose-only effect, or another doubt; inactive = no such curve, though single readings can be large; an effect the other way counts as inactive or inconclusive. Potency is the fitted concentration of half-maximal effect. Not all compounds are listed; rates above refer to the full screens.

SMILES	HTT aggregate	HTT cytoprotect	ALDH1A1 inh	Tau ThT inhib	Tau fluor cs	Tau FP inhib	SMN2 splice enh	KDM4E inh
Cc1ccc(C)c(CN2C(=O)c3ccccc3S(=O)c3ccc(C(=O)NCc4ccccc4)cc32)c1 (stereo unspecified)	nt	nt	nt	-2%	-23%	?	22%	nt
O=C(C1=C[C@@H](c2ccc(Br)cc2)C[C@@H](OCCCCO)O1)N1CCN(Cc2ccccc2)CC1	1%[9.22 µM]	-6%[10 µM]	?	?	-8%	-19%	nt	?
O=C(O)c1ccc(N/N=C/c2cc3cc4c(cc3nc2Cl)OCCO4)cc1	-9%[9.22 µM]	-90%[inhibitor][10 µM]	nt	nt	?	10%	nt	-10%
Cc1ccc(C(=O)N2CCC3(CC2)Oc2ccc(Cl)cc2C(=O)C32CC(c3cccnc3)=NO2)s1 (stereo unspecified)	38%[9.22 µM]	-2%[10 µM]	nt	0%	15%	7%	nt	-7%
Cc1cc2ccccc2n1CCNC(=O)C(C)(C)C	-1%	4%[10 µM]	-8%	-11%	-4%	5%	-10%	?
c1ccc(CCSc2nccn2-c2ccccc2)cc1	-13%	4%	-9%	-12%	-3%	-12%	20µM*	2%
CCCCCCCN=CC1=C(O)CC(c2ccccc2)CC1=O (stereo unspecified)	-11%	nt	-2%	0%	-1%	-2%	8%	5%
CC/C=C\C/C=C\C/C=C\C/C=C\C/C=C\CCC(=O)O[C@H](COCCCCCCCCCCCCCCCC)COP(=O)([O-])OCC[N+](C)(C)C	nt	6%	-7%	4%	-2%	-9%	-4%	-3%
O=C(NCc1ccccc1)N(Cc1nc2ccccc2c(=O)[nH]1)C1CCCC1	11%	-13%[10 µM]	?	0%	3%	7%	3%	?
CC1CCCCN1S(=O)(=O)c1ccc(N(C(=O)c2cnccn2)C(C(=O)NC2CCCCC2)c2cccs2)cc1 (stereo unspecified)	-12%	-32%[10 µM]	8.9µM*	-12%	-8%	11%	24%	-11%
CCc1nnc(NC(=O)CSc2nnc(-c3ccc(OC)cc3)n2C)s1	3%	16%[10 µM]	2%	-17%	3%	-2%	-4%	5%
CCCN(Cc1cc2cc(C)ccc2[nH]c1=O)S(C)(=O)=O	-3%	-6%[0.074 µM]	6%	2%	3%	0%	-4%	?
CCc1cccc(CC)c1NC(=O)C(Cc1ccccc1)NS(=O)(=O)c1cccc2nsnc12 (stereo unspecified)	nt	nt	nt	-4%	-18%	-6%	-1%	nt
COc1ccccc1OCC(O)CNCc1ccc2c(c1)OCO2 (stereo unspecified)	12%[9.22 µM]	26%[10 µM]	nt	7%	3%	-12%	nt	0%
CCCCC1=CC2=CC(=O)C(C)(OC(=O)CC)C(=O)C2=CN1CCN1CCOCC1 (stereo unspecified)	-13%[9.22 µM]	-9%&3%[10 µM]	11%[13.5 µM]	?	0%[11.6 µM]	?	nt	?
CN(C)CC/C=C1/c2ccccc2Sc2c(O)cc(Cl)cc21	11%	2%[10 µM]	3%	13%	4%	4%	4%	-2%
CCOC(=O)c1cc2c(=O)n3ccccc3nc2n(C(C)C)c1=NC(=O)c1c(-c2ccccc2Cl)noc1C	-16%	-25%	-2%	-17%	-20%	-10%	-39%[inhibitor]	?
COc1cc(CNCCSc2nnnn2C)ccc1OCc1c(F)cccc1Cl	nt	nt	nt	-11%	-20%	-6%	-16%	nt
CCC(C)(C)NC(=O)C(c1cccs1)N(C(=O)c1ccn[nH]1)c1cccc(OC)c1 (stereo unspecified)	nt	nt	6%	1%	1%	1%	-2%	-3%
Cc1cc([N+](=O)[O-])ccc1NCc1ccco1	7%[9.22 µM]	8%[10 µM]	-12%	?	-10%	-8%	nt	-21%
CCOc1ccccc1NC(=O)CC1Nc2cc(C)c(C)cc2NC1=O (stereo unspecified)	-18%	-8%	?	?	-8%	9%	-5%	?
CCCc1c(C(=O)Nc2cc(C(C)(C)C)on2)cnn1-c1ccccc1	6%[9.22 µM]	3%[10 µM]	?	2%	-1%	-13%	nt	-27%
CCOCCCNC(=O)C1CCC(CNS(=O)(=O)c2ccc(Cl)cc2)CC1 (stereo unspecified)	1%	-2%[10 µM]	?	-17%	-8%	0%	-10%	4%
CC(=O)NNc1ncnc2c1cnn2-c1ccc(C)cc1	-24%	-27%	?	-13%	-15%	-7%	nt	?
Clc1cc(Br)ccc1OCCOCCN1CCOCC1	18%	-4%	-11%	-8%	-9%	-6%	17%	-13%
CCOC(=O)Nc1nnc(-c2ccc(OC)c(OC)c2)s1	-18%	-20%[0.074 µM]	?	7%	-2%	1%	5.6µM*	?
Cc1ccc(NC(=O)CSc2nnc(CNC(=O)C34CC5CC(CC(C5)C3)C4)n2-c2ccc(F)cc2)cc1	9%	-9%[10 µM]	8%	-13%	-23%	0%	1%	3%
CCO[C@H]1OC(C(=O)N2CCN(C)CC2)=C[C@@H](C(C)(C)C)[C@@H]1CCCO	-6%[9.22 µM]	-10%[10 µM]	2%	2%	0%	4%	nt	4%
C#CCN1C(=O)C2C(C(=O)NC)C3C=CC2(O3)C1C(=O)NCc1ccc(OC)cc1 (stereo unspecified)	-6%	7%	3%	6%	3%	6%	5%	-16%
COc1cc(S(=O)(=O)N2CCN(c3ccccc3F)CC2)c(OC)cc1Cl	-15%	-22%[1.9 µM]	25µM*	0%	-18%	-11%	-31%[inhibitor]	-1%
O=c1cc(CNc2cc(C(F)(F)F)cc(C(F)(F)F)c2)nc2sccn12	-8%	4%[10 µM]	2%	-3%	-24%	-15%	-35%[inhibitor]	-20%
CCSc1nnc(-c2cc(Br)ccc2N=Cc2c(C)[nH]n(-c3ccccc3)c2=O)c(=O)[nH]1	0%	-72%[inhibitor]	?	?	-14%	-1%	?	-1%
O=C(Cn1ncc2c(=O)oc3ccccc3c21)NCCN1CCN(c2ccccc2F)CC1	?	-12%	12%	0%	-2%	-9%	-12%	2%
c1ccc2c(c1)nnn2-c1ncnc2sccc12	23%	-68%[inhibitor]	?	-1%	2%	0%	19%	-22%
CCCc1cc(=O)n2[nH]c(-c3ccc(C)cc3)nc2n1	nt	nt	nt	-1%	-7%	-10%	28%	nt
Cc1nn(C)c(C)c1S(=O)(=O)N1CCC(C(=O)NC(C)c2ccccc2)CC1 (stereo unspecified)	0%	-4%	-1%	-7%	-11%	-5%	11%	14%
Cc1ccnc(NC(=S)NC(=O)/C=C/c2ccccc2)c1	26%	-11%	8%	-17%	-6%	6%	15%	3%
O=c1cc(Nc2ccc3c(c2)OCCO3)[nH]c(=O)n1-c1ccc(Br)cc1	-1%	?	1%	?	-10%	-2%	21%	4%
CCOC(=O)c1cccc(NC(=O)C2CCN(S(=O)(=O)c3ccc4c(c3)oc(=O)n4C)CC2)c1	nt	nt	nt	6%	?	-14%	-30%[inhibitor]	nt
COc1ccccc1/C=C/C(=O)c1ccc(Cl)cc1	-15%	-35%	-5%	?	-4%	10%	-19%	-14%
O=C(C(=O)N1CCc2ccccc2C1)c1cn(CC(=O)N2CCOCC2)c2ccccc12	21%	-20%[10 µM]	-5%	0%	-7%	-3%	21%	7%
Cc1cc(NC(=O)c2cccc(Cl)c2)ccc1-c1cc2ccccc2oc1=O	nt	nt	nt	-6%	-27%	?	-4%	nt
N#Cc1c(-c2ccco2)cc(C2CC2)nc1N	-2%[9.22 µM]	-8%	?	-11%	2%	2%	-3%	?
O=C(NCCCN1CCOCC1)c1ccc(N2CCCC2)c([N+](=O)[O-])c1	4%[9.22 µM]	-5%[10 µM]	?	-6%	3%	-7%	-5%	4%
Cc1ccsc1CN(C(=O)c1ccc(Br)cc1)C1CCS(=O)(=O)C1 (stereo unspecified)	nt	nt	nt	10%	-10%	-10%	-12%	nt
O=C(NC1=NCCS1)c1ccc(Br)s1	-5%	-34%	1%	-10%	-14%	-2%	11µM*	4%
O=[N+]([O-])c1cc(-c2nnc(N3CCOCC3)c3ccccc23)ccc1N1CCOCC1	-2%	nt	10µM*	?	-13%	0%	-50%[inhibitor]	-5%
Nc1cc(-c2ccccc2)ccc1O	?	34%&10%[10 µM]	?	?	-21%&-27%	5%&-2%	-1%	?
CCCCn1cnc2cc(NC(=O)c3cc(OC)c(OC)c(OC)c3)ccc21	nt	nt	nt	?	-28%	-4%	-2%	nt
CCOC(=O)N1CCc2c(sc3nc[nH]c(=O)c23)C1	-2%[9.22 µM]	39%[10 µM]	nt	-9%	-7%	2%	nt	?
COC(=O)c1sccc1NC(=O)CC1C(=O)NCCN1C(=O)c1ccccc1 (stereo unspecified)	1%[9.22 µM]	-29%[10 µM]	nt	-6%	-1%	1%	nt	-2%
O=C(c1cc2c(s1)-c1ccccc1S(=O)(=O)C2)N1CCCC1	17%[9.22 µM]	-17%[10 µM]	nt	nt	8%[0.0958 µM]	0%[0.0958 µM]	nt	-7%
O=C(C1CCCO1)N1CCN(c2c3c(nc4cc(-c5ccc(F)cc5)nn24)CCC3)CC1 (stereo unspecified)	-5%	-26%	22µM*	-11%	-4%	0%	-2%	8%
NNC(=O)c1nc[nH]c1C(=O)Nc1ccccc1[N+](=O)[O-]	-5%	-63%[inhibitor]	0.79µM*	-13%	-5%	12%	-8%	11%

Ordered by value in KDM4E inh (highest first): 3 from the list above
mol | KDM4E inh
NNC(=O)c1nc[nH]c1C(=O)Nc1ccccc1[N+](=O)[O-] | 11%
COC(=O)c1sccc1NC(=O)CC1C(=O)NCCN1C(=O)c1ccccc1 (stereo unspecified) | -2%
O=C(c1cc2c(s1)-c1ccccc1S(=O)(=O)C2)N1CCCC1 | -7%
